HEK293 tox: qHTS of GLP-1 Receptor Inverse Agonists: Cytotox Screen. HEK293 cAMP-luciferase reporter cells, luminescence, 24 h. Potency, µM (titrated, usually from 38.3 µM), inactives show top-dose activity change, negative = inhibition, actives largely listed as inhibitors. 0.13% of 410,000 active. AID 624418, 2012;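 note: loss of luciferase light is scored as toxicity; potency is the fitted concentration of half-maximal effect; % is set by controls: 0 for no effect and ±100 for the full control effect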
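To flag toxic compounds, the library was rerun on cells for 24 hr at 37 deg C and 5% CO2. Viability-linked luminescence was captured 12 min after adding luciferase detection reagent.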
GLP-1R agonist: qHTS of GLP-1 Receptor Agonists; Glucagon-like peptide 1 receptor (Homo sapiens), P43220; HEK293 GLP-1R CRE-luciferase, luminescence, 4-6 h; cells express a hypersensitive GLP-1R form; Potency, µM (titrated, usually from 45.6 µM), for the others: at the top dose activation, usual class: activators; 0.007% of 380,000 active; AID 624172, 2012; note: potency is the fitted concentration of half-maximal effect; % of control where 0% means no effect
TDP-43 yeast inh: qHTS of TDP-43 Inhibitors. TDP-43 expressing yeast growth rescue, BacTiter-Glo, 24 h. Potency, µM (highest dose often 46.1 µM), for inactives: top-dose growth rescue (activation), most hits filed as activators. 1.8% of 410,000 active; note: potency is the fitted concentration of half-maximal effect; % of control where 0% means no effect; nearly all actives have a fitted effect of over 50% in size
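In this qHTS, compounds that restore growth of yeast expressing TDP-43 appear as activators. Cells (OD600=0.02, galactose medium, raffinose-pregrown) are incubated with compound 24 hr at 30 deg C and growth is quantified by BacTiter-Glo.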
PTHR1 ag: qHTS for PTHR1 Agonists: Primary Screen. 0.075% of 410,000 active. AID 743266, 2014. HEK293 GP2 PTHR1 cells, GloSensor cAMP luminescence, 1 h. Parathyroid hormone/parathyroid hormone-related peptide receptor (Homo sapiens), Q03431. Potency, µM (top dose mostly 115 µM), for the others: at the top dose activation, most hits filed as activators; note: potency is the fitted concentration of half-maximal effect; nearly all actives have a fitted effect of over 55% in size; some results filed as inactive show a strong effect at the top dose; inactives centre near -15; many of its hits are not listed in these tables
Target sequence (Q03431 whole entry, looked up): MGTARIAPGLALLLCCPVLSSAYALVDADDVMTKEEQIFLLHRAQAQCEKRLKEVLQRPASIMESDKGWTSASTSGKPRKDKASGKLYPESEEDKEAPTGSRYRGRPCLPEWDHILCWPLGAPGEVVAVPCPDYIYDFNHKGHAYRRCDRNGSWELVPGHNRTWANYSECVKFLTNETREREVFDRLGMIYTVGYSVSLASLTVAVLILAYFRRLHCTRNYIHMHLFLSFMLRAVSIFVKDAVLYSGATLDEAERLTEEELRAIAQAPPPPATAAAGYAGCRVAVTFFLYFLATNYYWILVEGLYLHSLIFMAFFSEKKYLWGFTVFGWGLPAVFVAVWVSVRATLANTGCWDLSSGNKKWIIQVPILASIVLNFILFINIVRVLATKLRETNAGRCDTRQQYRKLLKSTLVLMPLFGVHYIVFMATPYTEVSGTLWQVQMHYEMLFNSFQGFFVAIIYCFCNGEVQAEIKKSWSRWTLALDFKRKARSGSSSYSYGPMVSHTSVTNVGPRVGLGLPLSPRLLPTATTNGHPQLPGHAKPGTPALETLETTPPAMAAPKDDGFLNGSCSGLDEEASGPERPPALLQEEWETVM
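HEK-293-derived GP2 cells expressing PTHR1 and a GloSensor cAMP reporter, 3,000/well, plated overnight, given luciferin plus IBMX (each 0.5 mM as added) for 1 h at 37 °C, then compound for 1 h at 37 °C. Luminescence was read after 15 min at room temperature.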
DRD3 antagonist: qHTS of D3 Dopamine Receptor Antagonist: qHTS; max response, negative = inhibition, %; 2.5% of 360,000 active; D3R cells, DiscoveRx beta-arrestin luminescence, antagonist mode; active compounds read low; D(3) dopamine receptor (Homo sapiens), P35462; in the data active = max response below about -50%; inconclusive = no clear call, values can overlap the other calls; note: % is set by controls: 0 for no effect and ±100 for the full control effect; mostly tested at two doses, the higher about 12 µM
Target sequence (P35462 whole entry, looked up): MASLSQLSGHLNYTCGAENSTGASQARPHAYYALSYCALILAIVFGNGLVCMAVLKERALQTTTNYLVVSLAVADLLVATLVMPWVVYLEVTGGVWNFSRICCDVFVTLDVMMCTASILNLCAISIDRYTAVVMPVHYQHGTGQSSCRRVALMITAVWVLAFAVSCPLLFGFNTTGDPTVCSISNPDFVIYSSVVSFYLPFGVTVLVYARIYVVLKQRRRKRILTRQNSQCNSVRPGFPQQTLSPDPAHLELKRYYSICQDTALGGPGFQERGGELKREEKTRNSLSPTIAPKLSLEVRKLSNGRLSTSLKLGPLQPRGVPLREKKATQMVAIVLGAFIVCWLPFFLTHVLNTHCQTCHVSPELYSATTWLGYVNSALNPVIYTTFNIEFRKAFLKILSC
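Cells expressing the human receptor were seeded at 1500 cells/well, incubated overnight at 37 degrees C in 5% CO2, then exposed to library compounds with dopamine controls for 90 minutes at 37 degrees C before luminescent detection.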
GLP1R inv ag: qHTS of GLP-1 Receptor Inverse Agonists (Inhibition Mode). Glucagon-like peptide 1 receptor (Homo sapiens), P43220. HEK293 GLP-1R CRE-luciferase, luminescence, 24 h; GLP-1R form is constitutively active. Potency, µM (series often up to 38.3 µM), for inactives: at the top dose activity change, negative = inhibition, actives largely listed as inhibitors. 1.6% of 410,000 active; note: potency is the fitted concentration of half-maximal effect; % is set by controls: 0 for no effect and ±100 for the full control effect; nearly all actives have a fitted effect of over 55% in size
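Inverse agonists were sought by their lowering of basal cAMP reporter luciferase output in HEK293 cells stably carrying constitutively active human GLP-1R, after 24 h compound treatment.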
KB-V1 cytotox: qHTS assay for MDR1-selective chemotherapeutics: Primary screen using the drug-selected MDR subline cells KB-V1. AID 1347076, 2019. KB-V1 MDR cells viability, CellTiter-Glo, 72 h. Potency, µM (doses to about 46.1 µM), inactives show top-dose activity change, negative = cytotoxicity, hits mostly cytotoxic. 3.4% of 400,000 active; note: potency is the fitted concentration of half-maximal effect; % is set by controls: 0 for no effect and ±100 for the full control effect; nearly all actives have a fitted effect of over 60% in size
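Following 72 h at 37 degrees C with compound, KB-V1 cell viability was read by CellTiter-Glo luminescence, medium being phenol-red-free DMEM plus 10% FBS; concentration-response parameters came from normalized, curve-fitted qHTS data.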
aSyn yeast inh: qHTS of alpha-syn Inhibitors; AID 652106, 2013; 0.14% of 370,000 active; Yeast expressing alpha-synuclein, growth rescue, BacTiter-Glo, 24 h; Potency, µM (top dose mostly 46.1 µM), for inactives: at the highest dose growth rescue (activation), actives largely listed as activators; note: potency is the fitted concentration of half-maximal effect; % of control where 0% means no effect; nearly all actives have a fitted effect of over 65% in size
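Readout is rescue of growth in alpha-synuclein-expressing yeast, so inhibitors of toxicity appear as activators. Growth after 24 hr at 30 deg C in galactose medium is quantified by luminescence.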
DRD3 agonist: qHTS of D3 Dopamine Receptor Agonist: qHTS | D(3) dopamine receptor (Homo sapiens), P35462 | D3R DiscoveRx beta-arrestin cells, luminescence, 90 min | max activation, % | 0.58% of 410,000 active | AID 652048, 2013; in the data active = max activation above about 30%; note: 0% is about no effect; mostly tested at two doses, the higher about 12 µM
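Cells at 1500/well, incubated overnight, then treated with pinned compounds (dopamine as control) for 90 min at 37 degrees C. DiscoveRx reagent added for 30 - 60 minutes at room temperature; luminescence read.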
The depositor's hits bear a star; i = inactive; u = inconclusive; x = no result given; [ ] = dose if it differs, or a comment. Unless noted, calls come from the whole dose curve; as a rule, active = well fitted curve in the direction sought with a large enough effect; inconclusive = small, poorly fitted or top-dose-only effect, or another doubt; inactive = no such curve, though single readings can be large; an effect the other way counts as inactive or inconclusive. A portion of the library; the hit share may differ from the screen's.

The opening 5 records, to show the layout:
The line under a structure holds: HEK293 tox | GLP-1R agonist | TDP-43 yeast inh | PTHR1 ag | DRD3 antagonist | GLP1R inv ag | KB-V1 cytotox | aSyn yeast inh | DRD3 agonist
COc1ccccc1-n1c(SCC(=O)NC2CCS(=O)(=O)C2)nc2cc([N+](=O)[O-])ccc21 (stereo not given)
  -6% | -3% | 18% | -15% | -2 | -2% | 4% | 1% | 0
CCOc1ccc(Cl)cc1-c1cc(C(=O)NCC2CCCCC2)[nH]n1
  0% | 7% | 14µM* | -7% | u | u | -25% | -1% | -20
CC(C)c1ccc(NC(=S)N2CCCC(c3ccc(F)cc3)=N2)cc1
  27% | 10% | -15% | i | -14 | u | -2% | -3% | -3
N#CC1=C(N)NC(=S)C(C(N)=O)C1c1ccccc1F (stereo not given)
  u | 3% | -27% | i | -1 | u | -7% | -14% | -3
Cc1noc(C)c1NC(=O)Nc1ccc2c(c1)C(=O)N([C@H](C)CO)C[C@H](C)[C@@H](CN(C)C(=O)Nc1ccc(C(F)(F)F)cc1)O2
  -6% | 1% | -14% | u | 5 | 16% | -9% | 1% | -10

Main list, from the start:
The line under a structure holds: HEK293 tox | GLP-1R agonist | TDP-43 yeast inh | PTHR1 ag | DRD3 antagonist | GLP1R inv ag | KB-V1 cytotox | aSyn yeast inh | DRD3 agonist
COc1ccccc1-n1c(SCC(=O)NC2CCS(=O)(=O)C2)nc2cc([N+](=O)[O-])ccc21 (stereo not given)
  -6% | -3% | 18% | -15% | -2 | -2% | 4% | 1% | 0
CCOc1ccc(Cl)cc1-c1cc(C(=O)NCC2CCCCC2)[nH]n1
  0% | 7% | 14µM* | -7% | u | u | -25% | -1% | -20
CC(C)c1ccc(NC(=S)N2CCCC(c3ccc(F)cc3)=N2)cc1
  27% | 10% | -15% | i | -14 | u | -2% | -3% | -3
N#CC1=C(N)NC(=S)C(C(N)=O)C1c1ccccc1F (stereo not given)
  u | 3% | -27% | i | -1 | u | -7% | -14% | -3
Cc1noc(C)c1NC(=O)Nc1ccc2c(c1)C(=O)N([C@H](C)CO)C[C@H](C)[C@@H](CN(C)C(=O)Nc1ccc(C(F)(F)F)cc1)O2
  -6% | 1% | -14% | u | 5 | 16% | -9% | 1% | -10
O=C(O)CCC(=O)NNc1nc(-c2ccccc2)c2cc(Cl)ccc2n1
  18% | 4% | -1% | -27% | -3 | 64%[activator] | 1% | -6% | 2
CC(=O)CCc1c[nH]c2c(C(=O)O)cccc12
  1% | -9% | 14% | i | 0 | 8% | 2% | 1% | -2
c1ccc2nc3c(cc2c1)CCCCCC3
  11% | -4% | -15% | i | 0 | u | 1% | -7% | 1
CCCC1NC(=O)c2cccnc2-n2c1nc1ccc(OC)cc1c2=O (stereo not given)
  -10% | -4% | 3% | -25% | 1 | 11% | -8% | -7% | 1
COc1ccc(NC(=S)Nc2ccc(OCc3ccccc3)cc2)c(OC)c1
  3% | -2% | 7% | i | -14 | u | 16µM* | -16% | -2

A different layout for 4 compounds above:
CCOc1ccc(Cl)cc1-c1cc(C(=O)NCC2CCCCC2)[nH]n1
  HEK293 tox = 0%	GLP-1R agonist = 7%	TDP-43 yeast inh = 14µM*	PTHR1 ag = -7%	DRD3 antagonist = u	GLP1R inv ag = u	KB-V1 cytotox = -25%	aSyn yeast inh = -1%	DRD3 agonist = -20

c1ccc2nc3c(cc2c1)CCCCCC3
  HEK293 tox = 11%	GLP-1R agonist = -4%	TDP-43 yeast inh = -15%	PTHR1 ag = i	DRD3 antagonist = 0	GLP1R inv ag = u	KB-V1 cytotox = 1%	aSyn yeast inh = -7%	DRD3 agonist = 1

CC(C)c1ccc(NC(=S)N2CCCC(c3ccc(F)cc3)=N2)cc1
  HEK293 tox = 27%	GLP-1R agonist = 10%	TDP-43 yeast inh = -15%	PTHR1 ag = i	DRD3 antagonist = -14	GLP1R inv ag = u	KB-V1 cytotox = -2%	aSyn yeast inh = -3%	DRD3 agonist = -3

Cc1noc(C)c1NC(=O)Nc1ccc2c(c1)C(=O)N([C@H](C)CO)C[C@H](C)[C@@H](CN(C)C(=O)Nc1ccc(C(F)(F)F)cc1)O2
  HEK293 tox = -6%	GLP-1R agonist = 1%	TDP-43 yeast inh = -14%	PTHR1 ag = u	DRD3 antagonist = 5	GLP1R inv ag = 16%	KB-V1 cytotox = -9%	aSyn yeast inh = 1%	DRD3 agonist = -10

Later entries.
The line under a structure holds: HEK293 tox | GLP-1R agonist | TDP-43 yeast inh | PTHR1 ag | DRD3 antagonist | GLP1R inv ag | KB-V1 cytotox | aSyn yeast inh | DRD3 agonist
COc1ccc(NS(=O)(=O)c2cc(-c3onc(C)c3C)ccc2C)c(OC)c1
  0% | x | 2% | 16% | x | 5% | x | x | -15
COc1cc(NC(=O)c2cc(C)no2)c(OC)cc1Cl
  24% | 5% | 16% | -9% | 9 | 11% | -17% | -16% | 4
CC(=O)c1c(C)nc2ccc(C)cc2c1-c1ccccc1
  19% | 14% | 23% | 0% | 15 | 17% | u | -6% | 1
O/N=C1\CCCc2nnc3c(c21)CCCC3
  -15% | -8% | 3% | i | 22 | 15% | 9% | 0% | 10
CC1CC(=S)Nc2ccccc2N1Cc1ccccc1 (stereo not given)
  u | 6% | 14µM* | -15% | -14 | u | -2% | 8% | -5
COc1ccc(CCNC(=O)c2nc3ncccn3n2)cc1OC
  -4% | -4% | 3% | -18% | 9 | 9% | 11% | -6% | -2
Cc1ccc2nc(Nc3nc(CSc4nnnn4-c4ccccc4)cc(=O)[nH]3)nc(C)c2c1
  6% | 7% | 15% | -32%[inhibitor] | 38 | 0% | -16% | x | 5
Cc1cccc(N2CCN(Cc3nc(-c4ccccc4Cl)oc3C)CC2)n1
  -1% | u | 0%[9.22 µM] | i | 6 | u | -1% | 3% | -20
O=C(NCC(=O)N1CCC2(CC1)NCCc1[nH]cnc12)c1ccc(Br)cc1
  -12% | -2% | 7% | 5% | -7 | -18% | -24% | 5% | -5
COc1cc(NC(=O)CSc2nc(C)cc(C)n2)cc(OC)c1OC
  0%[0.307 µM] | 8% | -18% | 12% | -5 | -21%[0.307 µM] | u | -6% | -9
COc1ccc(CCN2CC(C(=O)N(C)Cc3ccccn3)CCC2=O)cc1 (stereo not given)
  1% | 0% | 11% | -5% | 18 | 6% | -19% | 0% | 3
O=C(N/N=C/c1cc([N+](=O)[O-])ccc1O)/C(=C\c1cccs1)NC(=O)c1ccccc1
  -11% | -1% | -26% | -2% | -22 | u | u | -13% | -7
COC(=O)CN1C(=O)COc2ccc(Cl)cc21
  2% | 1% | 22% | 2% | u | -2% | -7% | 1% | 1
O=C1NC[C@@H](CCCCN2C[C@H](Cc3ccc(O)cc3)N(CCC3CCCCC3)C(=O)C2=O)N(CCc2ccc(O)cc2)C1=O
  1% | -1% | 18% | -1% | 28 | 1% | 14% | 0% | 2
CCN1CCN(C(=O)c2nn(-c3ccc(OC)cc3)c(=O)c3c2c2ccccc2n3C)CC1
  5% | -4% | -2% | i | -5 | -1% | 16% | 1% | -2
Cc1cc(C)cc(NC(=O)Nc2cccs2)c1
  -9% | x | 13% | -13% | x | u | x | x | 9
COc1ccc(OCCC(=O)OCC(=O)Nc2cccc(Br)c2)cc1
  6% | 0% | u | -6% | 9 | -3% | 0% | -3% | -5
COc1ccc(NC(=O)CSc2nc3c(c(=O)n2-c2ccc(F)cc2)SCC3)c(OC)c1
  -27% | 9% | -6% | i | 39 | -15% | -5% | -12% | 2
CC(C)(C)c1ccc(/C=C/C(=O)c2ccc(NC3=NCCCS3)cc2)cc1
  -3% | 5% | -21% | i | -22 | u | u | 2% | 0
Cc1cccc(NC(=O)CSCC(=O)Nc2ccccc2N2CCCCC2)c1
  -14% | 15% | 8% | -8% | 12 | u | 16µM* | 1% | 9
CCc1ccc(-n2c(Cn3nc(C(F)(F)F)cc3C)n[nH]c2=S)cc1
  -14% | -4% | -6% | -5% | 25 | 9% | -16% | -4% | -21
COc1ccccc1/C=N/N1CCN(c2ccc(Cl)cc2)CC1
  0% | 3% | -11% | -14% | -8 | 13% | 1% | -4% | 9
CCC(=O)NNC(=O)CCC(=O)Nc1cccc(Cl)c1C
  3% | 0% | 11% | i | -6 | -2% | -2% | -4% | 3
CCOc1ccc(NC(=O)c2ccc(NC(=O)c3ccc(NC(N)=O)cc3)cc2)cc1
  3% | 3% | -24% | -24% | -17 | 20% | 11% | -7% | -5
CC(=O)N1CCN(C(=O)COc2ccccc2C(=O)Nc2ccccc2)CC1
  2% | -5% | -2% | i | 8 | 0% | 25% | -8% | -2
Cc1ccccc1OCC(=O)N1CCC(c2nc3ccccc3s2)CC1
  -6% | x | u | -30% | x | -22% | -8% | x | 7
CCOc1ccccc1NC(=O)COC(=O)CC(NC(N)=O)c1ccc(Cl)cc1 (stereo not given)
  -2% | 3% | 11% | -8% | 5 | -5% | -2% | 0% | -4
CC1(C)Cc2c(sc3[nH]c(=S)n(Cc4ccco4)c(=O)c23)CO1
  -1% | -2% | u | i | -20 | -23% | 2% | 6% | -2
C/C(=N\N=C(N)N)c1ccc(C)c(C)c1
  -2% | 4% | -8% | i | -1 | u | u | -2% | -14
O=C(CN1CCN(C/C=C/c2ccccc2)CC1)Nc1ccccc1C(=O)NC1CC1
  0% | 3% | 6% | i | -13 | u | u | -6% | -14

Screens: PubChem BioAssay, National Center for Advancing Translational Sciences (NCATS)
